Screens deposited in PubChem by several laboratories.
STAT3 activator: STAT3 signaling activation; U3A cells, IL-6 STAT3-luciferase reporter, luminescence; 100% = signal with IL-6 EC80 alone; activation (% of control), % at 5.6 µM; 0.91% of 190,000 active; AID 871;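 active = activation above the screen-wide mean of compound activation plus 3 SD, cut at about 130% in these data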;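 note: 0% = background luminescence of wells with medium and substrate only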
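Test system: Human STAT1-deficient U3A cells with stable STAT3-luciferase reporter | Also added: Interleukin-6, 33 ng/mL | Timing: Compound pre-incubation 1 h before IL-6, then 6 h stimulation at 37 °C | Technique: Luciferase reporter luminescence | Read-out: Percent of IL-6-only median luminescence | Benchmarks: IL-6-only wells as 100% reference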
PPARg SRC-3 ag: promotes SRC-3 coactivator recruitment by human PPARgamma. 0.26% of 200,000 active. P37231. biochemical PPARgamma/SRC-3 coactivator recruitment assay. activation, % at 8 µM; in the data active = activation above about 23%;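 note: 0% = DMSO and 100% = reference agonist; some compounds past the cut are filed as inactive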
PPARg SRC2 recr: PPARgamma-driven SRC-2 recruitment agonism. P37231. PPARgamma LBD-SRC-2 recruitment, biochemical. activation, % at 8 µM. 0.34% of 200,000 active; in the data active = activation above about 22%;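 note: 0% = vehicle and 100% = reference agonist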
SRC2 TRFRET art: counter-screen for PPARgamma SRC-2 recruitment agonists: TR-FRET artefact. active compounds read high. TR-FRET ratio at 8 µM. 0.4% of 200,000 active. AID 1049; in the data active = TR-FRET ratio above about 2000; note: inactives centre near 1500
S1P3 antag: S1P3 (human) receptor antagonism. inhibition, % at 4.98 µM. Q99500. AID 485. CHO S1P3 NFAT-BLA reporter, FRET fluorescence, antagonist mode. 0.27% of 170,000 active;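 active = inhibition above the plate cutoff, the mean inhibition of test wells on that plate plus 3 SD, cut at about 28% in these data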;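 note: cells challenged with S1P at its EC80 of 0.8 µM; blue over green emission ratio from cleaved BLA substrate after 4 h stimulation; 0% = S1P-stimulated wells and 100% = unstimulated DMSO-only wells; some compounds past the cut are filed as inactive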
Target sequence (Q99500 whole entry, looked up): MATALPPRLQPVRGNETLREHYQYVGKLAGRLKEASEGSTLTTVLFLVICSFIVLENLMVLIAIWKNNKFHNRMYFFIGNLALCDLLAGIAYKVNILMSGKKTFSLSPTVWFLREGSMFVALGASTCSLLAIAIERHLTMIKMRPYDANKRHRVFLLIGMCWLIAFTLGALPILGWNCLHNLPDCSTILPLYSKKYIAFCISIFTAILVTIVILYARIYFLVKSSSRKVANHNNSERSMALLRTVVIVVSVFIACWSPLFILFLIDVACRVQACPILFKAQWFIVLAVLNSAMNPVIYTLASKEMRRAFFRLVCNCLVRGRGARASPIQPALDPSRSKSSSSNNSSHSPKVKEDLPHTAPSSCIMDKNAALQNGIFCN
RAM inhibit: yeast RAM network inhibition; S. cerevisiae dse1pr::URA3 reporter, 5-FOA growth OD615, 2 d; analog-sensitive cbk1-as2 kinase mutant strain; inhibition, % at 50 µM; 1.8% of 190,000 active; AID 868;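 active = inhibition above a set limit, 3 SD over mean compound inhibition, cut at about 8.4% in these data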;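 note: 0% = DMSO-only wells with no growth and 100% = 10 µM 1-NA-PP1 full growth; inhibition rescues growth on 5-FOA so higher OD means more RAM inhibition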
STAT1 blocker: reduces IFN-gamma driven STAT1 reporter signal; NIH 3T3 STAT1-luciferase reporter, luminescence; 0.35% of 200,000 active; AID 920; inhibition, % at 5.5 µM;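 active = inhibition above a set limit, the mean inhibition across all tested compounds plus 3 SD, cut at about 34% in these data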;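 note: 0% = IFN-gamma with DMSO and 100% = IFN-gamma with 300 µM nifuroxazide; values of inactives mirror those of a sister screen read the other way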
STAT3 inh: STAT3 signaling inhibition. U3A cells, IL-6 STAT3-luciferase reporter, luminescence; host cell line lacks STAT1. inhibition, % at 5.5 µM. 0.89% of 190,000 active. AID 862;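 active = inhibition above the mean inhibition across all screened compounds plus 3 SD, cut at about 44% in these data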;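 note: 0% = DMSO only wells and 100% = 100 µM nifuroxazide control wells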
TLR4-MyD88 BLA: blocks binding of human TLR4 to MyD88; inhibition, % at 8.4 µM; 0.18% of 200,000 active; AID 861; HeLa CL3-4 TLR4/MyD88 BLA complementation, FRET ratio; O00206+Q99836; in the data active = inhibition above about 25%;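 note: 0% = vehicle and 100% = reference inhibitor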
PPARg SRC-1 ag: PPARgamma-driven SRC-1 recruitment agonism; 0.41% of 200,000 active; P37231; activation, % at 8 µM; PPARgamma-SRC-1 coactivator recruitment biochemical assay; AID 631; in the data active = activation above about 19%;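 note: 0% = DMSO and 100% = reference agonist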
ROMK primary: human ROMK K+ channel modulation, primary screen. Tet-inducible ROMK, thallium flux fluorescence; actives lie on both sides. AID 1918. B-score at 10 µM. 2% of 130,000 active;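 active = signal ratio slope over the read window, or its plate-corrected B-score, at least 3 SD from the plate mean, either direction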;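 note: B-score of the F/F0 ratio slope over 7 to 12 s after thallium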
Target sequence (P48048 whole entry, looked up): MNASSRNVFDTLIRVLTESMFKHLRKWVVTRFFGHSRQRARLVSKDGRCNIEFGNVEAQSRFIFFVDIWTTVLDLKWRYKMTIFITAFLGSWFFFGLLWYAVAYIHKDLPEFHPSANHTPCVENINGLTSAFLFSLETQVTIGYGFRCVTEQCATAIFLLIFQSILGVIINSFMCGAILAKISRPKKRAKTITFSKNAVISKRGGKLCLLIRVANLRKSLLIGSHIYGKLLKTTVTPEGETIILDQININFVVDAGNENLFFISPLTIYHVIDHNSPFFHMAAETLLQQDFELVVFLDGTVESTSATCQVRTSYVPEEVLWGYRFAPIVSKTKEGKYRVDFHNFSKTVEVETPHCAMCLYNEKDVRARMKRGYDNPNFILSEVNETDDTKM
An asterisk follows results filed as active; x = not tested or not shown.

SMILES	STAT3 activator	PPARg SRC-3 ag	PPARg SRC2 recr	SRC2 TRFRET art	S1P3 antag	RAM inhibit	STAT1 blocker	STAT3 inh	TLR4-MyD88 BLA	PPARg SRC-1 ag	ROMK primary
CC(=O)c1c(C)[nH]c(C(=O)N2CCN(c3ncccn3)CC2)c1C	104	-6	5	1702	3	0.8	4	0	8	-10	x
CCCN(CCC)c1nc2ccccc2n2c(C)nnc12	101	6	6	1495	0	-0.1	0	3	-15	3	-1.3
CCc1ccc(CNC(=O)c2cc3c(C)nc4ccccc4c3o2)cc1	60	15	6	1545	x	1.5	18	52*	0	5	x
COc1cc(NC(=O)C2CC2C)c(C(=O)O)cc1OC (stereo not drawn)	100	8	12	1520	x	-0.5	2	0	-6	5	0.97
O=C(c1ccc(Cl)cc1[N+](=O)[O-])N1CCc2ccccc2C1	90	9	18	1672	-6	0.1	-7	17	-12	7	0.065
O=C(Oc1cccc(C(=O)N2CCOCC2)c1)c1ccc(Br)cc1	97	-3	4	1474	-16	0.4	-1	12	-1	1	x
Cc1ccc2nc(=O)c(NNc3ccccc3)cnc2c1	88	7	10	1700	4	4.5	-43	21	-2	2	6.6*
CCCCN(c1ccccc1)c1ncnc(N)c1[N+](=O)[O-]	96	-3	6	1464	x	3.9	14	10	3	7	-0.84
CCN(C(=O)Cn1c(=O)n(-c2cc(OC)c(OC)c(OC)c2)c(=O)c2ccccc21)c1cccc(C)c1	96	4	7	1658	9	4.7	3	16	-2	5	0.00023
COc1ccc(S(=O)(=O)NC2(C(F)(F)F)N=C(c3ccccc3)NC2=O)cc1 (stereo not drawn)	105	1	-1	1795	-6	1.6	-15	-2	0	-3	-0.14
COC(=O)c1sc(NC(=O)C(C)C)c(C(=O)OC)c1C	73	7	0	1493	x	2.8	12	34	-4	-4	-0.15
Nc1nc(SCc2ccc(Cl)cc2Cl)n[nH]1	108	-3	8	1505	1	-1.4	-11	-8	3	4	x
O=C(Nc1ccc(Oc2ccc3c(c2)C(=O)N(c2ccc(O)cc2)C3=O)cc1)c1cccs1	98	8	4	1658	-12	7.0	4	-2	2	-5	x
CCOc1ncccc1C(=O)OCC(=O)c1ccccc1	95	4	12	1697	-9	1.1	3	10	2	4	0.61
O=C(Nc1cccnc1Cl)c1ccc(S(=O)(=O)N2CCCCCC2)cc1	91	4	4	1510	x	2.3	0	16	-1	0	-0.32
Cc1ccc(NC(=O)c2cc(NC(=O)c3ccco3)ccc2N2CCOCC2)cc1Cl	110	-3	4	1595	x	4.7	-1	-5	1	-6	0.28
CCOC(=O)c1cnc(-n2nc(C)cc2C)nc1N1CCOCC1	108	-10	2	1557	10	-1.5	2	-5	-1	8	0.33
CCOC(=O)N1CCN(c2cc(N(C)CCO)c([N+](=O)[O-])c3nonc23)CC1	95	-1	5	1643	7	1.2	-2	13	1	-1	0.88
Cc1cccc2sc(NC(=O)CCn3cccc3)nc12	101	1	-6	1345	4	3.4	-8	7	-1	8	-1.1
CCOc1ccc(NC(=O)NCCCSC2CCCCC2)cc1	100	16	-5	1469	x	4.5	8	3	9	6	x
COc1ccc(-c2[nH]ncc2CN2CCN(c3ccccn3)CC2)c(OC)c1	96	4	-7	1277	3	-0.8	4	9	-1	-13	-1.2
O=C(NC(=S)N1CCCc2ccccc21)c1ccc(Br)cc1	133*	-1	-2	1530	-6	-0.4	2	-46	-3	-3	x
CC(=O)c1ccc(NC(=O)Nc2ccc(Br)cc2C)cc1	90	2	4	1492	-11	3.9	-2	16	-4	-8	-0.96
CCn1c(SCc2ccc(Cl)c(Cl)c2)nnc1C(C)NC(=O)c1ccc(OC)cc1 (stereo not drawn)	99	5	4	1609	4	5.6	-2	-3	2	-7	x
N#Cc1ccccc1Sc1ccccc1C(=O)OCc1nnc(-c2ccccc2)o1	108	-2	-3	2002*	-27	10*	-1	-4	4	6	x
COc1ccc2occ(C(=O)c3coc4ccc(O)c(CN(C)C)c34)c2c1	116	1	3	1545	-1	-0.1	10	-17	-9	9	x
Cc1ccccc1CSc1nsc(N)n1	108	6	-1	1563	x	-0.1	-3	-7	1	-5	x
CC1(C)NC(=O)N(CC(O)COc2ccc(-c3ccccc3)cc2)C1=O (stereo not drawn)	93	0	5	1776	-18	2.0	-1	13	6	5	-1.3
O=C(N/N=C\c1cccc(Cl)c1)c1ccc(Cn2cc(Br)c([N+](=O)[O-])n2)o1	102	0	-4	1597	-2	0.7	-12	-3	-17	0	0.036
COc1ccc(CCNC(=O)COc2ccc(S(=O)(=O)N3CCOCC3)cc2)cc1	99	-3	-7	1419	-6	2.4	1	4	-8	1	0.062
CCCc1cc(=O)oc2cc(Oc3ncccn3)ccc12	106	2	-10	1505	-12	2.4	-9	-4	1	1	x
O=C(N/N=C/C=C\c1ccccc1[N+](=O)[O-])c1cc(-c2ccc3ccccc3c2)n[nH]1	88	1	-2	1607	-6	2.2	-15	17	1	-1	x
CC(/C=N/NC(=O)c1cc(-c2ccncc2)nc2ccccc12)=C\c1ccco1	124	-3	5	1565	x	2.3	-14	-29	-1	2	3.7*
COc1cc(/C=C/C(=O)OCC(=O)Nc2c(C)n(C)n(-c3ccccc3)c2=O)ccc1OCC#N	96	6	1	1608	-2	1.6	-2	7	2	6	0.01
O=C(O)CN1C(=O)C2C3CC(C2C1=O)C1C(c2ccc(F)cc2)c2sc(=O)[nH]c2SC31 (stereo not drawn)	101	6	2	1509	15	0.0	-6	3	14	11	x
O=C(COC(=O)CCCc1nc2ccccc2s1)Nc1ncc(Cl)cc1Cl	99	7	-1	1672	-1	1.4	3	1	1	-7	x
S=C(NCc1cccnc1)NCc1cccnc1	110	-3	-11	1533	-7	2.5	-2	-4	-10	-4	-0.29
COC(=O)c1ccc2c(c1)N(Cc1nc(-c3cccc(C)c3)oc1C)C(=O)C1CCCN21 (stereo not drawn)	125	4	1	1728	-6	1.1	7	-25	14	1	x
COc1cc2c(cc1OC)/C(=C/c1ccc(Br)cc1)C(=O)OC2	90	4	10	1556	-16	2.6	9	13	-1	4	-0.16
Cc1cc(C(=O)COc2ccc(F)cc2Br)c(C)n1C	98	0	-8	1347	-1	3.5	-17	11	-3	6	-1.9*

Entries from the list above that have two or more sulfur atoms:
SMILES	STAT3 activator	PPARg SRC-3 ag	PPARg SRC2 recr	SRC2 TRFRET art	S1P3 antag	RAM inhibit	STAT1 blocker	STAT3 inh	TLR4-MyD88 BLA	PPARg SRC-1 ag	ROMK primary
Cc1ccccc1CSc1nsc(N)n1	108	6	-1	1563	x	-0.1	-3	-7	1	-5	x
O=C(O)CN1C(=O)C2C3CC(C2C1=O)C1C(c2ccc(F)cc2)c2sc(=O)[nH]c2SC31 (stereo not drawn)	101	6	2	1509	15	0.0	-6	3	14	11	x

Next part
SMILES	STAT3 activator	PPARg SRC-3 ag	PPARg SRC2 recr	SRC2 TRFRET art	S1P3 antag	RAM inhibit	STAT1 blocker	STAT3 inh	TLR4-MyD88 BLA	PPARg SRC-1 ag	ROMK primary
CCn1cc(C(=O)N2CCc3ccccc32)c(=O)c2cc(S(=O)(=O)N3CC(C)CC(C)C3)ccc21 (stereo not drawn)	111	-1	5	1645	10	5.3	1	-9	-21	1	-2.4
O=C(CN1CCN(S(=O)(=O)c2ccc3ccccc3c2)CC1)Nc1ccc(N2CCOCC2)cc1	98	5	1	1378	-28	-1.1	-12	-2	-35	-5	x
[O-]/C(=C(\C(=S)NCc1ccccc1)[n+]1ccccc1)c1ccc(Cl)cc1	100	6	5	1715	2	0.8	10	6	-3	6	-0.043
COc1ccc(C(=O)N2CC(=O)Nc3ccccc32)cc1S(=O)(=O)N1CCCC1	98	5	-4	1763	-16	1.5	4	3	-12	-4	-0.6
Cc1ccc(C(=O)c2nocc2C(=O)c2cccs2)cc1	95	-1	0	1661	-16	0.7	1	8	-10	-3	x
CCCC(=O)NCCc1cc2ccc(OC)cc2[nH]c1=O	97	-3	5	1638	-20	1.2	3	6	-20	-3	x
COC(=O)c1cc([N+](=O)[O-])ccc1N1CCN(Cc2ccccc2)CC1	88	6	-2	1437	4	1.7	2	16	2	1	-0.59
COCCCn1ccc(O)c(Cc2ccc(F)cc2)c1=O	104	7	-2	1394	x	1.3	-7	6	4	6	x
COc1ccccc1C(=O)O/N=C1/CCCc2c1ccc(OC)c2[N+](=O)[O-]	98	6	7	1452	x	2.7	7	4	-7	0	x
CC1(C)CC(=O)C(C=Nc2ccncc2)=C(O)C1	108	-9	-9	1456	-9	x	5	-6	9	-9	0.78
O=C(c1ccc(-c2ccccc2)cc1)N1CCCC1	85	7	-4	1514	-9	-0.8	3	25	7	-1	-0.72
O=C1CCC(C(=O)OCC(=O)c2ccccc2)N1 (stereo not drawn)	101	8	2	1723	-9	0.0	4	8	-6	12	-0.012
Cc1ccccc1NC(=O)C(=Cc1ccc(C(=O)O)cc1)C(=O)Nc1ccccc1C	111	3	1	1640	-11	11*	41*	-13	-3	2	-0.35
CC(C)NC(=O)COc1ccc(/C=N/NS(=O)(=O)c2ccccc2)cc1	110	-1	9	1504	x	1.7	4	0	20	-7	x
O=C(O)CSC1c2ccccc2C(=O)N1c1ccccc1 (stereo not drawn)	104	-9	3	1506	x	0.1	-1	-2	3	5	x
O=C(CCC(=O)OC(C(=O)c1ccccc1)c1ccccc1)Nc1ccccc1 (stereo not drawn)	105	-2	9	1481	x	8.2	4	-5	0	6	0.025
COc1ccccc1C(=O)N1CCN(C(=O)c2ccncc2)CC1	100	2	1	1563	-31	1.1	-1	4	8	0	x
Cc1ccccc1N1C(=O)C(Oc2ccc(Cl)cc2)C1CNC(C)(C)C (stereo not drawn)	100	1	10	1624	2	0.5	8	-3	-6	-3	-1.1
Cc1cccc(CNC(=O)CCc2nnc(C3CCCCC3)o2)c1	95	3	3	1852	-5	3.1	0	11	-21	8	-0.093
C=CCNc1nc(NC(C)(C)CO)nc(OC)n1	103	2	6	1638	x	1.5	-3	-2	-7	7	x
CC(C)Cn1c(=O)c(C(=O)NCc2ccccn2)c(O)c2ccccc21	96	-6	9	1607	-10	-1.4	3	11	-6	10	-0.082
Cc1cc(Cl)ccc1Oc1ncnc2onc(C)c12	91	1	7	1585	-16	0.3	-3	15	6	4	0.0079
O=c1c2ccccc2nnn1CSc1nc2ccccc2[nH]1	98	3	8	1652	-27	1.3	-38	-2	-9	4	x
COc1cccc(NS(=O)(=O)c2ccc(Br)s2)c1	104	3	4	1781	3	0.1	2	0	-3	-2	x
COc1ccccc1-c1nnc(SCC(=O)Nc2nc(-c3ccccc3)cs2)n1C	87	-3	-3	1485	21	0.9	3	24	0	-2	x
Cc1cccc(NC(=O)c2cc(Cl)nc3ccccc23)c1	95	-8	3	1498	x	2.4	-4	15	-10	0	x
